Assay outcomes deposited in PubChem BioAssay by Sanford-Burnham Center for Chemical Genomics.
mIAP activ = activators of mouse IAP, primary screen, biochemical, luminescence, uHTS | muIAP, CDP-Star luminescence, 30 min; active compounds read high; 1 = vehicle-only enzyme signal, 0 = enzyme-free wells | activation factor at 10 µM | 0.24% of 330,000 active | AID 2805, 2010;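 active = activation factor of at least 2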; also: the source names both 10 and 20 µM as test concentration; values of inactives mirror those of a sister screen read the other way
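also added = chemiluminescent substrate CDP-Star | test system = mouse IAP enzyme | signal = chemiluminescence readout | compound = DMSO-dissolved test compounds | incubation = 30 min at room temperature | benchmarks = DMSO wells, no-enzyme wells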
NLRP3 yeast inh = NALP3 inflammasome inhibitors in reconstituted yeast, primary screen, luminescence, uHTS. Yeast reconstituted NLRP3/ASC/caspase-1, beta-gal luminescence, 24 h. inhibition, % at 10 µM. 0.39% of 330,000 active;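 active = inhibition of 50% or more; inactive = inhibition below 50%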;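 also: plate controls were induced DMSO wells for no effect and uninduced yeast grown without galactose for full effect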
hIAP block = human IAP inhibitors, primary screen, biochemical, luminescence, uHTS; inhibition, % at 10 µM; 0.12% of 330,000 active; purified IAP, CDP-Star luminescence, 30 min;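 active = inhibition reaching a set limit with compound at 10 µM in the primary screen, cut at about 35% in these data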;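 also: plate controls were DMSO wells with enzyme for no effect and no-enzyme buffer wells for full effect; values of inactives mirror those of a sister screen read the other way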
Target sequence (P09923 whole entry, looked up): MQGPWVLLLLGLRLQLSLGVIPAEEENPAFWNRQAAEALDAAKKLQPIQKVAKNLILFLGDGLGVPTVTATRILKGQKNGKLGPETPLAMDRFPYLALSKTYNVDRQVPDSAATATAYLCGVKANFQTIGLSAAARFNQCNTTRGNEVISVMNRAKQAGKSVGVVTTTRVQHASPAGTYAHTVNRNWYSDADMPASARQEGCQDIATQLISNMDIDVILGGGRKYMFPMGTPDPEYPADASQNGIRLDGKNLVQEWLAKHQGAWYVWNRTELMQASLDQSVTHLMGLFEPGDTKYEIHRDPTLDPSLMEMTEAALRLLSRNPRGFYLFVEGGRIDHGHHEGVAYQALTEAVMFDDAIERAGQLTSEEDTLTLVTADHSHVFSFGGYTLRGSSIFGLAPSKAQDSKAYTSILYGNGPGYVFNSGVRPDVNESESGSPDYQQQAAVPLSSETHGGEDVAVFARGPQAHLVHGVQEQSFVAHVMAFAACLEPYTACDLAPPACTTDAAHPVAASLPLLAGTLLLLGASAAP
ATG4B inh = ATG4B protease inhibitors, primary screen, biochemical, fluorescence, uHTS | Cysteine protease ATG4B (Homo sapiens), Q9Y4P1 | ATG4B cleavage of LC3-PLA2, NBD-HPC fluorescence, 1 h | inhibition, % at 8.33 µM | 0.51% of 340,000 active; in the data active = inhibition above about 40%
Target sequence (Q9Y4P1 whole entry, looked up): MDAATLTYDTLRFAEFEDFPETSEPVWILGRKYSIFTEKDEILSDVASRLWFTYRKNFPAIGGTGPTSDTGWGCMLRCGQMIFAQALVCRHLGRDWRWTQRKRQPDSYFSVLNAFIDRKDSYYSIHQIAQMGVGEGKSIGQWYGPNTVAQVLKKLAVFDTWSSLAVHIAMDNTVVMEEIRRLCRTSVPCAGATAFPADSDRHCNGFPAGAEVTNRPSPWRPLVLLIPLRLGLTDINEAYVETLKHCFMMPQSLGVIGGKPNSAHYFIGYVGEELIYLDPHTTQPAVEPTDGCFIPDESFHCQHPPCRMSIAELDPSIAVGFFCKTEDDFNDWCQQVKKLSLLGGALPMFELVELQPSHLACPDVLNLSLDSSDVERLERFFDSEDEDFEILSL
Apaf1 inhib = inhibitors of human Apaf-1 apoptosome, primary screen, biochemical, DEVD-Rh110 fluorescence, uHTS; Apoptotic protease-activating factor 1 (Homo sapiens), O14727; reconstituted apoptosome caspase-3 activity; inhibition, % at 20 µM; 0.71% of 330,000 active; active = inhibition of at least 40% at 20 µM;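 also: plate controls were DMSO wells for no effect and DEVD-CHO caspase inhibitor wells for full effect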
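Material: reconstituted apoptosome with Apaf-1, cytochrome c, caspase-9, procaspase-3, dATP / Buffer or medium: pH 7.5 Hepes buffer with CHAPS, BSA, DTT / Also added: cytochrome c with DEVD-Rh110 / Schedule: compound with Apaf-1, dATP, procaspase-3 30 min, then 50 min reaction, room temperature / Technique: rhodamine 110 fluorescence at Ex 480/Em 540 nm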
TIM10 inh = growth inhibitors of isogenic TIM10 control yeast, primary screen, counter-screen for tim10-1 yeast inhibitor project, luminescence, uHTS. S. cerevisiae TIM10 strain growth, BacTiter-Glo luminescence, 24 h. inhibition, % at 10 µM. 1.4% of 330,000 active. AID 463195, 2010;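 active = inhibition of 40% or more at the single tested concentration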;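 also: wild-type TIM10 isogenic control strain grown at permissive 25 °C; 0% = DMSO yeast wells and 100% = minimal medium wells without yeast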
mIAP inh = inhibitors of mouse IAP, primary screen, biochemical, luminescence, uHTS; purified mouse IAP, CDP-Star luminescence, 30 min; inhibition, % at 10 µM; 0.2% of 330,000 active;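 active = inhibition of at least 40% at 10 µM in the primary screen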;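 also: plate controls were DMSO with enzyme for no effect and no enzyme wells for full effect; values of inactives mirror those of a sister screen read the other way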
hIAP activ = human IAP activators, primary screen, biochemical, luminescence, uHTS; purified human IAP, CDP-Star luminescence, 30 min; active compounds read high; 1 = vehicle-only enzyme, 0 = enzyme-free background; activation factor at 10 µM; 0.16% of 330,000 active;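 active = activation factor of the enzyme at least 2-fold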; also: the source names both 10 and 20 µM as test concentration; values of inactives mirror those of a sister screen read the other way
tim10-1 inh = growth inhibitors of tim10-1 mutant yeast, primary screen, luminescence, uHTS | inhibition, % at 20 µM | 2.2% of 330,000 active | S. cerevisiae tim10-1 ts strain growth, BacTiter-Glo, 24 h;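 active = inhibition of at least 40%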;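 also: mutant grown at 25 °C; 0% = DMSO wells with yeast and 100% = wells holding no yeast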
* marks the source's active call; other numbers are inactive results; · = not tested or not shown.

Key to letters: A = mIAP activ; B = NLRP3 yeast inh; C = hIAP block; D = ATG4B inh; E = Apaf1 inhib; F = TIM10 inh; G = mIAP inh; H = hIAP activ; I = tim10-1 inh
COc1ccc(CCNC(=O)c2ccc(CNS(=O)(=O)c3cc(C)ccc3C)cc2)cc1OC
  A: 1.1 | B: 3 | C: 21 | D: -23 | E: 6 | F: 0 | G: -9 | H: 0.79 | I: 5

COc1ccccc1NC(=S)NNC(=O)c1cc(C)nn1C
  A: 0.76 | B: 8 | C: -4 | D: -7 | E: 6 | F: 12 | G: 24 | H: 1 | I: 9

Cc1ccc(NC(=S)N/N=C2\CCCCC2C)cc1 (centres undefined)
  A: 0.94 | B: 20 | C: 7 | D: 13 | E: -1 | F: 28 | G: 6 | H: 0.93 | I: 17

Cc1nn(CCC(=O)NNC(=S)Nc2ccc(Cl)cc2)c(C)c1[N+](=O)[O-]
  A: 1 | B: 8 | C: 6 | D: -5 | E: 0 | F: -2 | G: -2 | H: 0.94 | I: 23

CCC1(C)Cc2ccccc2-c2nc(NCCCO)[nH]c(=O)c21 (centres undefined)
  A: 0.89 | B: -2 | C: -7 | D: -9 | E: -11 | F: -9 | G: 11 | H: 1.1 | I: 6

COC(=O)/C=C1\NCCNC1=O
  A: 1 | B: 5 | C: -14 | D: 6 | E: -8 | F: -15 | G: -5 | H: 1.1 | I: -19

CCOC(=O)CN1CC23C=CC(O2)C(C(=O)Nc2ccc(C(C)=O)cc2)C3C1=O (centres undefined)
  A: 1 | B: 4 | C: 10 | D: -6 | E: -13 | F: -6 | G: -2 | H: 0.9 | I: -3

CC1=C(C#N)C(c2ccccc2)C2=C(N1)c1ccccc1C2=O (centres undefined)
  A: 0.84 | B: 11 | C: 13 | D: 28 | E: 10 | F: 27 | G: 16 | H: 0.87 | I: 16

O=c1c(-c2ccc(O)cc2O)coc2cc(O)cc(O)c12
  A: 0.79 | B: 26 | C: 1 | D: 3 | E: -8 | F: 4 | G: 21 | H: 0.99 | I: -1

Cc1cc(C)n(C(=O)c2c([N+](=O)[O-])c(C)nn2C)n1
  A: 1.1 | B: 0 | C: -14 | D: 0 | E: -1 | F: -1 | G: -11 | H: 1.1 | I: 0

COCn1c(-c2ccc(OC)cc2)nc2ccccc21
  A: 1.1 | B: 9 | C: -17 | D: -9 | E: 9 | F: 0 | G: -6 | H: 1.2 | I: 29

CCOc1ccc(Oc2ccc(Cl)cc2N)cc1
  A: 0.94 | B: 22 | C: 21 | D: -5 | E: 9 | F: 12 | G: 6 | H: 0.79 | I: 7

Cc1c(NC(=O)CSc2nnc3sc4ccccc4n23)c(=O)n(-c2ccccc2)n1C
  A: 1.1 | B: -7 | C: 14 | D: -11 | E: -21 | F: -4 | G: -10 | H: 0.86 | I: -8

COc1ccc(-n2nc3c(c2NC(=O)C2CCCC2)CS(=O)C3)cc1 (centres undefined)
  A: 1 | B: 6 | C: 6 | D: 1 | E: 6 | F: 1 | G: -4 | H: 0.94 | I: -14

CC(C)OC(=O)CC12CN(C)CC(CC(=O)OC(C)C)(CN(C)C1)C2=O
  A: 0.98 | B: 17 | C: -10 | D: 7 | E: 4 | F: 7 | G: 2 | H: 1.1 | I: 8

Cc1ccc(C(=O)NNC(=O)C2CCN(Cc3ccc(Cl)c(Cl)c3)CC2)cc1
  A: 1 | B: 19 | C: 3 | D: 6 | E: 1 | F: -2 | G: -2 | H: 0.97 | I: -2

C[C@H]1CN([C@@H](C)CO)C(=O)Cc2cc(NC(=O)C3CC3)ccc2O[C@H]1CN(C)Cc1ccc(C(=O)O)cc1
  A: 0.94 | B: 17 | C: -1 | D: -10 | E: -3 | F: 1 | G: 6 | H: 1 | I: -6

Cc1ccc(CNC(=O)CN2C(=O)NC(C)(c3ccc(Cl)cc3)C2=O)cc1 (centres undefined)
  A: 1.1 | B: 7 | C: 3 | D: 0 | E: 8 | F: -2 | G: -6 | H: 0.97 | I: 20

Cc1cc(N2O[C@]34C=C[C@]25C[C@@H](O)CC[C@]5(C)C3CC[C@]2(C)[C@@H]([C@H](C)/C=C/[C@H](C)C(C)C)CC[C@H]24)no1 (some centres undefined)
  A: 1.7 | B: · | C: · | D: · | E: 10 | F: -11 | G: -59 | H: · | I: 25

CC(Oc1ccc(Cl)cc1Cl)C(=O)NCCCN1CCOCC1 (centres undefined)
  A: 1 | B: 19 | C: -3 | D: 2 | E: 10 | F: -39 | G: -1 | H: 1 | I: -21

O=C(CC(C(=O)N1CCc2ccccc21)n1ccnc1)NCC1CCCO1 (centres undefined)
  A: 0.93 | B: 15 | C: -10 | D: 3 | E: -10 | F: 10 | G: 7 | H: 1.1 | I: 2

O=C(COc1ccc(-c2ccccc2)cc1)NN=C1CCCC1
  A: 1.1 | B: 14 | C: -22 | D: 0 | E: 4 | F: -2 | G: -8 | H: 1.2 | I: -24

O=C(CNC(=O)c1ccccc1Cl)Nc1ccncc1
  A: 0.89 | B: 9 | C: 0 | D: 2 | E: -9 | F: -4 | G: 11 | H: 1 | I: -15

COc1ccc(C(=O)Nc2c(N)nc[nH]c2=O)cc1
  A: 1 | B: 10 | C: 8 | D: 1 | E: -6 | F: 7 | G: 0 | H: 0.92 | I: 4

COc1ccc(C2C(C(=O)c3ccc(C)o3)=C(O)C(=O)N2Cc2cccnc2)cc1 (centres undefined)
  A: 0.95 | B: -1 | C: -2 | D: -8 | E: 20 | F: 3 | G: 5 | H: 1 | I: 0

CCn1c(SCC(=O)Nc2ccc(OC)c(OC)c2)nnc1-c1c[nH]c2ccccc12
  A: 1.1 | B: 10 | C: 11 | D: 5 | E: 16 | F: -4 | G: -9 | H: 0.89 | I: -26

CCc1ccc(NC(=O)C[n+]2cc(-c3ccc(C)cc3)n3c2CCC3)cc1
  A: 1 | B: 18 | C: 12 | D: -9 | E: 1 | F: 11 | G: -3 | H: 0.88 | I: -2

CCN(C(=O)CN1CCCC(C)C1)c1c(N)n(Cc2ccccc2)c(=O)[nH]c1=O (centres undefined)
  A: 1.2 | B: 3 | C: -14 | D: -5 | E: 1 | F: 6 | G: -21 | H: 1.1 | I: 4

Cc1cc(C)cc(NC(=O)C(OC(=O)c2ccc([N+](=O)[O-])o2)c2ccccc2)c1 (centres undefined)
  A: 1.1 | B: 14 | C: 4 | D: -20 | E: 6 | F: 18 | G: -6 | H: 0.96 | I: 22

O=C(Nc1cccc(S(=O)(=O)N2CCCCC2)c1)c1ccc(OCC2CCCO2)cc1 (centres undefined)
  A: 1.1 | B: 10 | C: -5 | D: 2 | E: 4 | F: 21 | G: -15 | H: 1.1 | I: 28

O=C1CC(C(=O)Nc2cccc(F)c2)n2ncnc2N1 (centres undefined)
  A: 0.95 | B: 5 | C: -10 | D: -5 | E: -16 | F: 18 | G: 5 | H: 1.1 | I: 8

Cn1c(O)c(N=NC(=O)CNC(=O)c2ccco2)c2ccccc21
  A: 1 | B: 17 | C: 3 | D: 3 | E: 3 | F: -2 | G: -4 | H: 0.97 | I: 10

CCOC(=O)CSc1nc(N)c2c3c(sc2n1)CCCC3
  A: 1.1 | B: -4 | C: -10 | D: -10 | E: 0 | F: 25 | G: -6 | H: 1.1 | I: 17

COc1cc(/C=N/NC(=O)c2ccc3ccccc3c2)ccc1Oc1ccc([N+](=O)[O-])cn1
  A: 0.89 | B: 5 | C: -1 | D: -10 | E: -4 | F: 29 | G: 11 | H: 1 | I: 4

Cc1nc2ccc([N+](=O)[O-])cc2[nH]1
  A: 0.96 | B: -2 | C: 9 | D: -7 | E: 2 | F: -8 | G: 4 | H: 0.91 | I: 1

O=C(Nc1ccccc1C(=O)Nc1ccccc1)c1ccco1
  A: 1 | B: 24 | C: -8 | D: -3 | E: 10 | F: -4 | G: -1 | H: 1.1 | I: -5

COc1ccc(N2C(=O)C3CCCN3C2c2ccc(Cl)cc2)cc1 (centres undefined)
  A: 1 | B: -1 | C: -9 | D: -6 | E: 7 | F: 2 | G: -2 | H: 1.1 | I: 18

O=C1Nc2ccccc2/C1=C/c1cnc(-c2ccccc2)[nH]1
  A: 0.83 | B: 23 | C: 14 | D: -5 | E: 6 | F: 3 | G: 17 | H: 0.86 | I: -2

CCOP(=O)(NC12CC3CC(CC(C3)C1)C2)NC12CC3CC(CC(C3)C1)C2
  A: 0.96 | B: 15 | C: -10 | D: 2 | E: 16 | F: 26 | G: 4 | H: 1.1 | I: 40*

Cc1nnc(N/N=C/c2c[nH]c3ccccc23)[nH]c1=O
  A: 1 | B: -5 | C: 3 | D: -4 | E: 7 | F: 2 | G: 0 | H: 0.97 | I: 5

O=C(N/N=C/c1ccc(OCc2cnc(Cl)s2)cc1)c1ccncc1
  A: 0.93 | B: 9 | C: 9 | D: -3 | E: -3 | F: 2 | G: 7 | H: 0.91 | I: -4

OC(COCCC12CC3CC(CC(C3)C1)C2)CN1CCCCC1 (centres undefined)
  A: 1.1 | B: 7 | C: 7 | D: 0 | E: -12 | F: -15 | G: -7 | H: 0.93 | I: 4

CCCOc1cccc(C2/C(=C(\O)c3ccc4c(c3)OCCO4)C(=O)C(=O)N2CCCn2ccnc2)c1 (centres undefined)
  A: 1 | B: 27 | C: 8 | D: -5 | E: 17 | F: -2 | G: -5 | H: 0.92 | I: -19

CCOC(=O)c1c(NC(=S)Nc2ccc(OC)cc2)sc2c1CCC2
  A: 0.84 | B: 9 | C: 9 | D: -10 | E: 5 | F: -4 | G: 16 | H: 0.91 | I: -2

COc1ccccc1CCC(=O)N1CCC(n2nccc2NC(=O)C2CCOC2)CC1 (centres undefined)
  A: 1.1 | B: 8 | C: -57 | D: 28 | E: 5 | F: 7 | G: -9 | H: 1.6 | I: -15

CCc1ccccc1NC(=O)c1cc(S(=O)(=O)N2CCCC2)c[nH]1
  A: 1 | B: 13 | C: -8 | D: -5 | E: -2 | F: 4 | G: -1 | H: 1.1 | I: -12

Cc1ccc(-c2cc(-c3c(C)nn(C)c(=O)c3N)[nH]n2)cc1
  A: 1.1 | B: 28 | C: -1 | D: -13 | E: 15 | F: 0 | G: -7 | H: 1 | I: -2

CCOC(=O)c1ccc(N2C(=O)CC(Sc3nnc(C)s3)C2=O)cc1 (centres undefined)
  A: 1 | B: 28 | C: -10 | D: -8 | E: 13 | F: 65* | G: -4 | H: 1.1 | I: 55*

Molecules shown so far that have a thiophene ring, fused or not:
Key to letters: A = mIAP activ; B = NLRP3 yeast inh; C = hIAP block; D = ATG4B inh; E = Apaf1 inhib; F = TIM10 inh; G = mIAP inh; H = hIAP activ; I = tim10-1 inh
CCOC(=O)CSc1nc(N)c2c3c(sc2n1)CCCC3
  A: 1.1 | B: -4 | C: -10 | D: -10 | E: 0 | F: 25 | G: -6 | H: 1.1 | I: 17

CCOC(=O)c1c(NC(=S)Nc2ccc(OC)cc2)sc2c1CCC2
  A: 0.84 | B: 9 | C: 9 | D: -10 | E: 5 | F: -4 | G: 16 | H: 0.91 | I: -2
